GLD-1 RNA inh – GLD-1/TGE RNA complex disruptors, primary screen, biochemical, fluorescence polarization; Female germline-specific tumor suppressor gld-1 (Caenorhabditis elegans), Q17339; purified GLD-1 + fluorescein TGE RNA; inhibition, % at 5.96 µM; 320,000 tested, 0.44% active;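 active means percent inhibition above a per-plate cutoff, the plate mean of test compounds plus 3 SD, cut at about 30% in these data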;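 further: 0% = DMSO wells with GLD-1 and probe and 100% = wells lacking GLD-1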
Target sequence (Q17339 whole entry, looked up): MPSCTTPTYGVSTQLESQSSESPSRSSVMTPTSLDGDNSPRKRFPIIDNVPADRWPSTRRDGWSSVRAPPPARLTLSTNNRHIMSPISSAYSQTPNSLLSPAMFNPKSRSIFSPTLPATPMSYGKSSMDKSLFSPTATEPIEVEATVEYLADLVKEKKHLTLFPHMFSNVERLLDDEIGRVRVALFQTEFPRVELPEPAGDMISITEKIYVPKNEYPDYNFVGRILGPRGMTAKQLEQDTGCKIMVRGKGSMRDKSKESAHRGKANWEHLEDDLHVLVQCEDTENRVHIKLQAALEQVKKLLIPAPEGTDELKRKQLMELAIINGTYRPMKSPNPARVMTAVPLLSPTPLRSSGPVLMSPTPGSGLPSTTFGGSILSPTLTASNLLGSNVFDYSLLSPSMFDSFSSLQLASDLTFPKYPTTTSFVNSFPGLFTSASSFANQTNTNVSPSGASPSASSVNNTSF
VLA-4 inh – inhibition in human VLA-4 binding assay, primary screen, VLA-4 allosteric modulator project, MLPCN library, flow cytometry, VLA-4 expressing cells | 330,000 tested, 0.2% active | ligand binding flow cytometry | inhibition, % (about 7 µM as worked out from the volumes in the protocol) | Integrin alpha-4 (Homo sapiens), P13612; in the data active means inhibition above about 50%
GRK2 aptamer HTS – compounds blocking aptamer binding on GRK2 – biochemical, human GRK2, bead flow cytometry, HTS, primary screen; FAM-aptamer displacement from GRK2; AID 488847, 2010; 330,000 tested, 0.59% active; inhibition of aptamer binding, % at 10 µM; Beta-adrenergic receptor kinase 1 (Homo sapiens), P25098;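 active means inhibition of aptamer binding above 40%, roughly 3 SD of noise, on plates passing a quality check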;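 further: median bead fluorescence of bound FAM aptamer so fluorescent compounds give negative values; no value below 0 was filed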
MCL1 BIM primary – inhibitors of MCL1 binding to BIM-BH3, primary screen, biochemical, fluorescence polarization. inhibition, % at 10.9 µM. Induced myeloid leukemia cell differentiation protein Mcl-1 (Homo sapiens), Q07820. GST-MCL1 / FITC-Bim-BH3 fluorescence polarization. 320,000 tested, 0.68% active;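 active means inhibition above the mean inhibition of all tested compounds plus 3 SD, set per campaign, cut at about 40% in these data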;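 further: 0% = DMSO wells and 100% = unlabeled Bim-BH3 peptide control; higher means more loss of mP so more displacement of Bim peptide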
Efflux pump mplx – inhibitors of Candida efflux pumps in yeast, primary screen, S. cerevisiae, Nile Red, multiplex | S. cerevisiae Candida pump triplex | inhibition, % at 10 µM | 330,000 tested, 0.44% active | AID 485275, 2010;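 active means plate passing quality check with inhibition over a set limit, or well fluorescence over plate mean plus 4 SD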;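 further: Nile Red retained in pooled yeast measured as flow cytometry median fluorescence; 0% = buffer negative control and 100% = Enniatin B positive control; higher means more Nile Red kept so more efflux inhibition; some compounds called inactive have numbers as strong as hits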
Fam108B counter – mouse Fam108B serine hydrolase inhibitors, primary screen, counter-screen for RBBP9 inhibitor project, biochemical, fluorescence polarization. AID 1947, 2009. recombinant Fam108B, FP-Rh probe fluorescence polarization. 300,000 tested, 0.33% active. inhibition, % at 9.51 µM;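 active means inhibition above the screen mean inhibition plus 3 SD, computed separately per campaign, cut at about 18% in these data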;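 further: inhibitors lower polarization as less probe binds the enzyme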
MEX-5 binding – MEX-5 zinc finger RNA-binding disruptors – biochemical, C. elegans, fluorescence polarization, MLPCN library, primary screen | AID 1832, 2009 | MEX-5/FITC-TCR2 RNA binding; active compounds read low | activity score (negative = inhibition of binding), % at 10 µM | 300,000 tested, 0.38% active;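 active means inhibition past about -25% in most replicates, and total fluorescence under double the plate's negative control median, limit read from the data; inconclusive means replicates evenly split on the limit, or fluorescence at least double controls; inactive means too little inhibition in most replicates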;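 further: 0% = DMSO and -100% = 5 µM competing unlabeled TCR2 RNA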
Bcl-xL primary – inhibitors of human Bcl-xL, primary screen, biochemical, fluorescence polarization, HTS | Bcl-2-like protein 1 (Homo sapiens), Q07817 | inhibition, % at 10.9 µM | 320,000 tested, 0.7% active | GST-Bcl-xL / FITC-Bim BH3 peptide fluorescence polarization | AID 2129, 2009;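 active means inhibition above the mean of all tested compounds plus 3 SD, cutoff set per campaign, cut at about 30% in these data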;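 further: 0% = DMSO wells and 100% = unlabeled Bim-BH3 peptide competitor; inhibitors lower millipolarization by displacing the labeled peptide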
Target sequence (Q07817 whole entry, looked up): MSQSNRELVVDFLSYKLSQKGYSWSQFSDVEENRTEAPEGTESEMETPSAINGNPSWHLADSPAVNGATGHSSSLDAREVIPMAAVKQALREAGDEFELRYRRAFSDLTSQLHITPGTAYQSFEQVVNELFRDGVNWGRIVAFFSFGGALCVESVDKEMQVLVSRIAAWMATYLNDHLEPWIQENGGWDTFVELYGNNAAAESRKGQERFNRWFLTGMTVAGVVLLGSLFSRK
PME-1 inh – PME-1 inhibitors via competitive probe labeling, primary screen, biochemical, fluorescence polarization, FP-Rh probe, HTS. recombinant PME-1. inhibition, % at 5.9 µM. Protein phosphatase methylesterase 1 (Homo sapiens), Q9Y570. 320,000 tested, 0.53% active;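 active means inhibition above the campaign mean of all compounds plus 3 SD, cut at about 26% in these data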;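 further: competitive labeling of PME-1 active site by serine hydrolase directed probe; 0% = PME-1 with DMSO and 100% = wells lacking PME-1 enzyme; inhibitors block probe labeling so polarization falls and inhibition rises; many of its hits are not listed in these tables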
Target sequence (Q9Y570 whole entry, looked up): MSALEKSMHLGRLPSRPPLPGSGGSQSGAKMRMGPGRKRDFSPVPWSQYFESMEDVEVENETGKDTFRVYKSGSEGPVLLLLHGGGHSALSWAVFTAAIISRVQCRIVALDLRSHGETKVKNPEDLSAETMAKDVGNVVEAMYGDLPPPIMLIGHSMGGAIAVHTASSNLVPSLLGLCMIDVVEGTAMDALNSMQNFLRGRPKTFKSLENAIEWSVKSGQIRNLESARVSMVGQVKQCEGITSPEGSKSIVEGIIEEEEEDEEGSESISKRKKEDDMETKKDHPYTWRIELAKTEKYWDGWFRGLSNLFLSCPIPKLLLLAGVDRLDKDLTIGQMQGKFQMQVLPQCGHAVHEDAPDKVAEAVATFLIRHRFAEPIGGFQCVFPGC
The depositor's hits bear a star; ? = inconclusive; · = not tested or not shown.

SMILES	GLD-1 RNA inh	VLA-4 inh	GRK2 aptamer HTS	MCL1 BIM primary	Efflux pump mplx	Fam108B counter	MEX-5 binding	Bcl-xL primary	PME-1 inh
C/C(=N\NC(=S)Nc1c(C)cccc1C)c1cc2ccccc2o1	-10	-1	1	7	0.6	-2	-1.7	1	-1
Cc1ccc(S(=O)(=O)N2CCOCC2)cc1-c1n[nH]c(=S)n1-c1ccccc1	0	12	1	-22	0.1	·	·	-11	1
Cc1cccc(C)c1OCc1cc(C(=O)N2CCN(C3CCCC3)CC2)no1	1	-5	6	0	0.1	6	0.7	5	-11
N#C/C(=C\c1ccc[nH]1)C(=O)c1ccccc1	-3	3	2	-5	-0.1	1	-0.7	-3	4
CC1(C)Cc2c(sc(NC(=O)c3ccc4c(c3)OCCO4)c2C(N)=O)C(C)(C)N1	-3	8	0	7	-0.1	-4	0.3	4	-3
CCOc1cc(/C=N/NC(=O)c2ccc(CN3CCOCC3)cc2)ccc1OCc1ccccc1	0	2	2	8	-0.3	0	-1.3	7	-13
CCn1c(CNC(=O)c2ccccc2OC)nnc1SCC(=O)c1ccc(F)cc1	-1	-4	0	-4	0.1	-2	-0.2	0	4
COCCCN1C(=O)C(=O)/C(=C(/O)c2ccc(OC)cc2)C1c1cccc(OC)c1 (stereo unspecified)	6	-10	4	5	-0.1	0	-1.1	6	-5
Clc1ccccc1OCCn1ccnc1	0	-4	0	0	0.2	-3	0.6	3	1
COc1ccc(CNC(=O)CC2C[C@H](C(=O)N3CCOCC3)[C@@]3(C)c4[nH]c5ccccc5c4CCN3C2=O)cc1OC (stereo partly specified)	3	-48	4	·	0.1	·	·	·	·
CCOC(=O)c1c(NC(=O)COC(=O)c2ccc(O)cc2)sc(C(=O)NC)c1C	-5	-7	4	-11	0.0	-5	-0.8	-14	-21
Cc1cc(C)c(C#N)c(SCC(=O)N2CCCCC2)n1	-1	-1	0	-10	0.1	1	-0.8	1	-1
Nc1c(C(=O)c2ccc(Br)s2)oc2ccccc12	7	-25	4	1	0.2	6	?	5	18
CC(=O)Nc1ccc(NC(=O)c2ccc(OCc3c(C)noc3C)cc2)cc1	-7	5	2	·	0.1	·	·	·	·
O=C(COC(=O)CCc1nc2ccccc2c(=O)[nH]1)NC1CCS(=O)(=O)C1 (stereo unspecified)	4	12	0	-5	0.0	4	0.9	-10	-1
CCC(=O)N1CCN(c2ccc(NC(=O)c3ccc4ccccc4c3)cc2)CC1	1	0	0	-1	0.0	-1	-0.4	1	-1
CN(CCOc1ccccc1)C(=O)C1CCC(=O)N(CCCN2CCOCC2)C1 (stereo unspecified)	6	31	0	1	0.2	1	-0.6	1	8
CCc1noc(C)c1C(=O)N(C)CC(=O)Nc1ccc(Cl)c(Cl)c1	2	0	1	-5	-0.1	1	0.8	-8	-8
CC1CCN(CC(O)CN2c3ccccc3Sc3ccccc32)CC1 (stereo unspecified)	6	13	0	8	-0.3	2	0.5	1	3
Cc1ccc(-n2nc(C)c3c(C(=O)OCC(=O)N(C)C4CCS(=O)(=O)C4)cc(-c4ccccc4)nc32)cc1 (stereo unspecified)	6	0	19	-5	-0.1	-2	1.0	-6	-8
Cc1ccc(S(=O)(=O)N(C)c2ccc(OC(=O)c3ccc(=O)[nH]c3)cc2)cc1	4	7	0	-2	0.0	-2	-0.9	3	1
COc1ccc(-c2ccc(S(=O)(=O)n3nc(OC(=O)c4cccs4)cc3N)cc2)cc1	7	-6	2	-6	-0.1	-5	5.1	-2	-8
CC(=O)Nc1ccc(SCC(=O)NCC2(N3CCCCC3)CCCCC2)cc1	-2	-9	0	·	0.3	·	·	·	·
COc1ccc(-n2cc(-c3ccc(C)cc3)[n+]3c2SCC3)cc1	3	4	2	2	0.0	7	-0.3	3	-1
NS(=O)(=O)c1ccc(NC(=S)NCCc2ccccc2)cc1	2	7	3	0	0.3	-6	-0.8	4	-8
O=C(CCCc1ccccc1)Nc1ccc(S(=O)(=O)N2CCOCC2)cc1	3	5	1	-6	0.0	-1	0.2	1	-4
Cc1nonc1NC(=O)CSc1nnc(N)s1	0	0	0	2	-0.4	-1	1.2	6	4
COc1ccc(NC(=O)C2CCCO2)cc1 (stereo unspecified)	7	-9	0	0	0.6	2	-1.4	6	-2
Cc1nc(-c2ccc(Cl)cc2)sc1C(=O)CBr	-7	6	0	7	-0.1	0	-0.7	0	15
COc1ccc(OCCCC(=O)Nc2nc(-c3ccccn3)cs2)cc1	6	-6	0	7	-0.1	4	-2.3	-1	0
Cc1c(NS(=O)(=O)c2ccc3c(c2)CCN3C(=O)C2CC2)c(=O)n(-c2ccccc2)n1C	7	3	4	5	-0.1	0	1.1	2	1
CC(=O)c1ccc(S(=O)(=O)N2CCC(c3nc4ccccc4[nH]3)CC2)cc1	0	1	0	-1	1.3	4	2.6	-1	-2
COc1ccc(/C(=N\O)c2nccc3cc(OC)c(OC)cc23)cc1OC	0	11	4	2	0.0	-4	1.3	6	4
O=S(=O)(NCCOCC(F)(F)C(F)F)c1ccc2oc3ccccc3c2c1	11	-2	2	4	0.0	2	0.9	5	-5
Cc1csc(NC(=O)c2ccc(Cn3nc(C)c(Br)c3C)o2)n1	-4	-13	2	1	0.0	-4	-1.2	6	0
COc1ccccc1CNC(=O)C1CCN(C(=O)c2sccc2-n2cccc2)CC1	0	12	3	6	-0.1	0	-1.5	0	1
Cn1c(CN2CCCC2)nc2cc(NC(=O)c3ccco3)ccc21	-9	-5	0	9	0.0	-7	3.1	9	-9
COc1ccc(C(=O)Oc2ccc(Br)cc2C(=S)N2CCOCC2)cc1	-1	-6	0	8	-0.2	5	0.6	2	-10
CCCCNc1c(-c2ccc(-c3cccc(Cl)c3)cc2)nc2ccccn12	3	-8	3	37	0.0	5	-1.0	12	3
COc1cc2[nH]c(=S)n(C3CCN(Cc4ccccc4)CC3)c(=O)c2cc1OC	-7	-2	0	8	0.0	-4	-1.5	9	-4
CCOc1ccc(OCCC(=O)N(CC)CC(=O)Nc2c(F)cccc2F)cc1	9	2	0	0	-0.1	·	·	1	2
CC1CC(C)CN(S(=O)(=O)N2CCC(C(=O)NCc3ccco3)CC2)C1 (stereo unspecified)	6	9	1	-5	0.1	-4	1.2	1	-2
CN1C(=S)SC(/[N+]([O-])=C\c2ccccc2F)C1(C)C (stereo unspecified)	-4	4	0	3	-0.1	5	-1.4	2	-6
O=C(Nc1ccccc1Oc1cccnc1)C1CCCN(Cc2ccc(F)cc2)C1 (stereo unspecified)	1	-7	0	4	-0.2	4	-4.3	4	10
O=C(Nc1cc(C(F)(F)F)ccc1N1CCOCC1)c1ccc(Br)o1	-7	13	0	7	0.0	-5	0.0	6	4
Cc1cc(C)n(CCN(C)Cc2nc(Cc3ccccc3F)no2)n1	12	10	2	4	0.1	-2	0.3	5	1
O=C(O)CCc1ccc(-c2ccccc2)n1CC(=O)O	6	32	10	3	-0.1	-2	-4.1	10	-5
COc1cccc(C2OC(=O)c3ccccc3N2C(C)=O)c1OC(C)=O (stereo unspecified)	-3	-2	1	5	0.1	-4	0.1	5	5
O=C(NCC1CCN(S(=O)(=O)c2ccccc2)CC1)Nc1ccc(F)cc1	8	8	0	6	-0.1	8	-0.2	4	-3
CCO[C@@H]1OC(C(=O)Nc2ccccc2)=C[C@H](c2csc3ccccc23)[C@H]1CCCO	7	2	0	3	0.0	-4	0.2	5	-2
Cc1ccc(C(=O)Nc2ccc3c(c2)OCCO3)o1	1	-7	0	5	0.0	-3	1.7	1	-3
CCCCNc1cc(C)oc(=O)c1C(C)=O	-1	-1	0	0	-0.1	0	-0.4	1	0
Cc1ccc(S(=O)(=O)N(C)CC(=O)Nc2cccc(C)n2)cc1	-6	5	0	-3	-0.2	2	0.6	-7	-8
CC(=O)Nc1ccc(NC(=O)C(C)OC(=O)C23CC4CC(CC(Cl)(C4)C2)C3)cc1 (stereo unspecified)	5	0	4	·	0.0	·	·	·	·
S=c1nc(-c2cc(Cl)ccc2Cl)[nH][nH]1	-8	-13	1	34	-0.2	3	1.8	10	-10
COc1ccccc1C(=O)N(C)c1nnc(-c2ccccc2)s1	-11	-3	1	-10	0.5	-3	-0.7	0	6
COc1ccc(/C=C/C(=O)Nc2ccc3c(c2)OCCO3)cc1OC	-3	3	1	5	-0.2	3	-0.4	8	-6
CCOC(=O)c1sc2nc(C)[nH]c(=O)c2c1C	-4	5	0	2	-0.1	2	-1.5	4	1
CC1CC(NC(=O)CC#N)CC(C)(C)C1 (stereo unspecified)	-6	16	3	1	0.0	0	-2.3	3	-4
COc1ccc(S(=O)(=O)c2ccc(OC)cc2)cc1	9	9	1	0	0.0	5	3.9	4	-1
Next part:
SMILES	GLD-1 RNA inh	VLA-4 inh	GRK2 aptamer HTS	MCL1 BIM primary	Efflux pump mplx	Fam108B counter	MEX-5 binding	Bcl-xL primary	PME-1 inh
O=C(NCc1ccc2[nH]c3c(c2c1)CCCC3)c1ccc(S(=O)(=O)N2CCCC2)cc1	6	-13	3	-21	0.0	4	1.1	4	6
O=C(Nc1c(C(=O)Nc2ccccc2)cnn1-c1ccccc1)c1ccco1	3	-2	1	6	-0.1	3	-0.2	6	-1
CC(NS(=O)(=O)c1ccccc1Cl)C1CC2CCC1C2 (stereo unspecified)	-6	0	3	6	-0.3	-1	2.2	5	9
CC(Oc1ccccc1)C(=O)N=C1SC2CS(=O)(=O)CC2N1c1ccccc1 (stereo unspecified)	0	-7	1	1	-0.1	1	1.2	5	-2
Cc1cccc(N2CCN(C(=O)/C=C/c3ccco3)CC2)c1C	6	-17	0	10	0.0	1	2.0	4	3
Nc1ccccc1O	10	3	2	15	-0.1	·	·	14	3
CCOc1cc2[nH]c(=S)n(Cc3ccc(C(=O)NCCN(CC)CC)cc3)c(=O)c2cc1OCC	1	-7	2	-24	-0.2	1	-1.5	-19	-4
CN(C)S(=O)(=O)c1cccc(-c2nn(-c3ccccc3)cc2/C=C2\SC(=S)NC2=O)c1	-75	-8	2	-70	-0.1	-41	·	-38	-52
Nc1cc(N)nc(SCCOc2ccccc2F)n1	2	6	2	-2	0.1	-2	2.0	1	1
Cc1cc(C)c2c(CC(=O)Nc3nccs3)coc2c1	2	22	1	3	-0.1	0	-0.1	4	-3
CCc1nc(Cl)c(C#N)c2c1CCCC2	-6	5	1	12	0.1	-2	0.7	4	5
O=C(O)c1ccc(Cl)c(S(=O)(=O)Nc2ccc3cn[nH]c3c2)c1	2	3	7	3	0.0	4	-1.1	10	-7
CC1=C(C(=O)OCC2CCCO2)C(c2ccsc2)C2=C(CCCC2=O)N1 (stereo unspecified)	-2	-1	0	-2	-0.2	5	-1.6	2	5
Cc1cc(C)cc(NC(=O)Cc2ccc(-n3cccc3)cc2)c1	0	20	2	4	0.0	-2	1.6	-2	-1

Screens deposited in PubChem by several laboratories.

The list is partial (hit frequency here may not be typical).
